Source: PubChem BioAssay (PCMD)
eIF2B yeast act = GCN4-lacZ reporter reduction in eIF2B-epsilon mutant yeast, primary screen, S. cerevisiae, eIF2B-epsilon R284H, Beta-Glo luminescence; hit rate 0.91% among 27,000; AID 688, 2007; inhibition, % at 25 µM (by protocol);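 active = mutant luminescence inhibited past about 50% while wild type luminescence and mutant growth stay under set limits, limit read from the data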; note: some compounds called inactive have numbers as strong as hits
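Material: yeast eIF2B-epsilon R284H mutant carrying GCN4–beta-galactosidase fusion. Medium: YPD yeast growth medium. Incubation: 16 h growth with compound at 30 °C, 90 min Beta-Glo step. Signal: Beta-Glo luminescence plus absorbance at 595 nm. Evaluation: % inhibition of reporter signal and growth versus controls. Doses: 25 µM single dose.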
Yeast growth tox = yeast growth toxicity, wild-type and mutant, primary screen, cytotoxicity control for eIF2B function restoration project, wild-type and eIF2Bepsilon R284H mutant, A595; growth inhibition, % at 25 µM (by protocol); hit rate 0.3% among 30,000; S. cerevisiae wild-type growth, A595 turbidity, 16 h;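 active = mutant and wild-type yeast strains alike exhibit over 30% growth inhibition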;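 note: 0% = untreated cell controls and 100% = YPD media blanks without cells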
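System – wild-type and eIF2Bepsilon-R284H mutant S. cerevisiae, screened separately · Measured by – absorbance at 595 nm (turbidity) · Timing – 16 h compound exposure during growth at 30 °C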
Yeast growth tox inhibition % = also measured in Yeast growth tox; calls as there; growth inhibition, %; S. cerevisiae eIF2Bepsilon-R284H mutant growth, A595 turbidity, 16 h;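 each compound tested once at 25 µM; 0% equals untreated cells and 100% equals cell-free medium blanks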
eIF2B yeast act mutant toxicity = recorded beside eIF2B yeast act, whose call it bears; growth inhibition, %; measured here: mutant yeast growth, toxicity;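 each compound tested once at 25 µM; zero equals untreated control growth and 100 equals blank medium absorbance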
Active calls of the source: *; / = not tested or not shown.

Values run as follows: eIF2B yeast act, Yeast growth tox inhibition %, Yeast growth tox, eIF2B yeast act mutant toxicity
> O=C1C2C3C=CC([C@@H]2C(=O)N1C1CC1)[C@H]1C(=O)N(C2CC2)C(=O)C31 (stereo partly drawn)
 : -5, 29, 5, 29
> COCCn1c(=O)[nH]c2cc(C(=O)NC(C)C)ccc2c1=O
 : 1, 4, 6, 4
> O=C(CSc1nc2[nH]ncc2c(=O)n1-c1ccccc1)c1ccc2c(c1)OCCO2
 : 25, 0, -5, /
> CC(C)CC(c1nnnn1C1CCCC1)N1CCN(C(=O)c2ccco2)CC1 (stereo not drawn)
 : 10, 10, -6, 10
> CSc1ccc(C(=S)N2CCN(C(c3ccccc3)c3ccccc3)CC2)cc1
 : /, 24, 6, /
> CCOC(=O)C1=C(c2ccccc2)N=C2SCC(=O)N2C1c1cccc(OC)c1 (stereo not drawn)
 : /, 8, -7, /
> Cc1noc(C)c1COc1ccc(C(=O)NCc2ccccn2)cc1
 : 18, 14, 17, 14
> CCC1(O)CC(C(=O)OC)=NN1C(=O)c1ccccc1 (stereo not drawn)
 : 7, 6, 9, 6
> Cc1noc(C)c1COc1ccc(C(=O)OCC(=O)N2CC3(C)CC2CC(C)(C)C3)cc1 (stereo not drawn)
 : 14, 0, 6, /
> O=C(COc1ccccc1)Nc1nccs1
 : 24, /, /, /
> Cc1cccn2c(=O)c3cc(C(=O)NCCCN4CCCC4=O)n(C)c3nc12
 : -1, 17, -3, 17
> Cc1cc(NC(=O)CCC(=O)N(Cc2ccco2)C(C(=O)NC2CCCCC2)c2ccccc2)no1 (stereo not drawn)
 : -7, /, /, /
> CC1(C)NC(=O)N(CC(O)COc2ccccc2C(=O)N2CCCCC2)C1=O (stereo not drawn)
 : -3, -3, 10, -3
> CC(=O)Oc1ccc(-c2csc(Nc3cccnc3)n2)cc1
 : -9, -38, 2, -38
> O=C(CSCc1c(Cl)cccc1Cl)Nc1ccc2c(c1)OCO2
 : 18, 12, -15, 12
> COCCNc1nc(C(C)(C)C)nc2c1nnn2Cc1ccccc1Cl
 : -9, 0, 4, /
> O=C1NC(Nc2ccccn2)(C(F)(F)F)C(=O)N1c1ccc(F)cc1 (stereo not drawn)
 : -3, 5, -5, 5
> C=CCN(c1ccc(C(=O)NCCc2ccccc2)cc1)S(C)(=O)=O
 : /, -7, 6, /
> CC(=O)Nc1ccccc1OC(=O)N1CCOCC1
 : 17, 3, 28, 3
> Cc1cc(OCC[N+]2(C)CCCCC2)nc2ccccc12
 : /, 2, 0, /
> COC(=O)Cc1csc(Nc2c(C)n(C)n(-c3ccccc3)c2=O)n1
 : 2, 24, -2, 24
> CC(C)CC(=O)NC1(C(F)(F)F)C(=O)Nc2c1c(=O)[nH]c(=O)n2Cc1ccco1 (stereo not drawn)
 : /, 0, 21, /
> CCOC(=O)c1ccc(Nc2nnc(C(C)(C)C)c(=O)[nH]2)cc1
 : 20, 4, 12, 4
> Cc1cnc(NC(=O)CSc2nnc(C)s2)s1
 : /, 11, 9, /
> CC(=O)Nc1ccccc1OCc1nnc(-c2cccs2)o1
 : 15, 5, 9, 5
> O=C(NCc1cccs1)N[C@@H](Cc1ccccc1)C(=O)O
 : 26, 14, 11, 14
> O=C(O)CCn1c(=S)oc2ccccc21
 : -16, -10, 4, -10
> CCCN1C(=O)C(NC(C)=O)c2ccccc21 (stereo not drawn)
 : /, 0, 30, /
> CC(C)N(Cc1nc(-c2ccccc2)no1)C(=O)C(C)(C)C
 : -2, -5, -2, -5
> CCCCn1c(SCC2CCCO2)nc2cc(S(N)(=O)=O)ccc21 (stereo not drawn)
 : /, 6, 13, /

6 compounds drawn at random from those above, as already listed:
Values run as follows: eIF2B yeast act, Yeast growth tox inhibition %, Yeast growth tox, eIF2B yeast act mutant toxicity
> Cc1cccn2c(=O)c3cc(C(=O)NCCCN4CCCC4=O)n(C)c3nc12
 : -1, 17, -3, 17
> Cc1noc(C)c1COc1ccc(C(=O)NCc2ccccn2)cc1
 : 18, 14, 17, 14
> O=C(COc1ccccc1)Nc1nccs1
 : 24, /, /, /
> CC(=O)Nc1ccccc1OC(=O)N1CCOCC1
 : 17, 3, 28, 3
> CC(C)CC(=O)NC1(C(F)(F)F)C(=O)Nc2c1c(=O)[nH]c(=O)n2Cc1ccco1 (stereo not drawn)
 : /, 0, 21, /
> O=C(CSCc1c(Cl)cccc1Cl)Nc1ccc2c(c1)OCO2
 : 18, 12, -15, 12

The results go on:
Values run as follows: eIF2B yeast act, Yeast growth tox inhibition %, Yeast growth tox, eIF2B yeast act mutant toxicity
> Nc1nc2ccccc2nc1N1CCCC1
 : 19, -6, 5, -6
> C=CCNC(=O)C1CC(=O)N(c2ccc(OCC(=O)Nc3ccccc3)cc2)C1 (stereo not drawn)
 : 5, 8, 15, 8
> COCc1cc(C)nc(NC2CCCCC2)c1C#N
 : 27, 4, -14, 4
> O=C(Nc1cccc2ccccc12)N1CC=C(c2ccccc2)CC1
 : 12, 14, -11, 14
> CCN(CC)S(=O)(=O)c1ccc2oc(C(=O)NC3CCCc4ccccc43)c(C)c2c1 (stereo not drawn)
 : 20, 5, 8, 5
> O=C(C(NS(=O)(=O)c1cccs1)c1ccccc1)N1CCN(c2ccccc2F)CC1 (stereo not drawn)
 : 17, 12, -3, 12
> COC(=O)CCC(=O)COc1ccccc1C#N
 : 27, -10, 6, -10
> COc1ccc2c(c1)CCc1c(C(=O)NCc3ccco3)noc1-2
 : 9, -28, -23, -28
> Nc1nnnn1/N=C/c1cc(Cl)cc(Cl)c1OCc1ccc(Cl)cc1Cl
 : -48, -17, -27, -17
> CS(=O)(=O)Nc1ccccc1C(=O)NC1CC2CCC1C2 (stereo not drawn)
 : -6, 10, 50, 10
> Cc1cc(C(=O)Nc2c(C)n(C)n(-c3ccccc3)c2=O)cs1
 : 25, 3, -1, 3
> COC(=O)c1cc2occc2n1CC(=O)Nc1ccc(C)cc1C
 : 23, 0, -8, /
> Cc1sc(NC(=O)c2ccccc2)c(C(=O)NC(C)C)c1C
 : 10, 18, -20, 18
> O=C(Cc1ccc(Br)cc1)N1CCN(c2ccccc2)CC1
 : /, 11, -5, /
> CC(CC(=O)N1CCc2ccccc21)c1ccccc1 (stereo not drawn)
 : /, -5, -6, /
> CCOc1ccc(Nc2ncnc3c2cnn3Cc2ccccc2)cc1
 : -5, -24, 9, -24
> Cc1ccc(N2C(=O)C(c3c(C)[nH]n(-c4ccccc4)c3=O)(C(F)(F)F)C3=C2CC(C)(C)CC3=O)cc1 (stereo not drawn)
 : -50, 2, -9, 2
> O=C(O)C1CCCN1S(=O)(=O)c1ccccc1 (stereo not drawn)
 : 12, 9, 10, 9

One compound at a time, as listed above. Screens in order: eIF2B yeast act | Yeast growth tox inhibition % | Yeast growth tox | eIF2B yeast act mutant toxicity
Profile of CC(CC(=O)N1CCc2ccccc21)c1ccccc1 (stereo not drawn) → / | -5 | -6 | /
Profile of O=C(Cc1ccc(Br)cc1)N1CCN(c2ccccc2)CC1 → / | 11 | -5 | /
Profile of O=C(C(NS(=O)(=O)c1cccs1)c1ccccc1)N1CCN(c2ccccc2F)CC1 (stereo not drawn) → 17 | 12 | -3 | 12
Profile of Nc1nc2ccccc2nc1N1CCCC1 → 19 | -6 | 5 | -6

2 consecutive entries out of the list so far:
Values run as follows: eIF2B yeast act, Yeast growth tox inhibition %, Yeast growth tox, eIF2B yeast act mutant toxicity
> C=CCNC(=O)C1CC(=O)N(c2ccc(OCC(=O)Nc3ccccc3)cc2)C1 (stereo not drawn)
 : 5, 8, 15, 8
> COCc1cc(C)nc(NC2CCCCC2)c1C#N
 : 27, 4, -14, 4

An excerpt. The share of hits here may be higher or lower than overall.
